High-throughput results (PubChem BioAssay)
Rab9 prom act: Rab9 promoter activation; Huh7 Rab9 promoter-luciferase reporter, luminescence, 24 h; Potency, µM (titrated, usually from 9.22 µM), for the others: top-dose activation, negative = inhibition, actives largely listed as activators; hit rate 2.8% among 320,000; AID 485297; note: potency is the fitted concentration of half-maximal effect; % of control where 0% means no effect; nearly all actives have a fitted effect of over 60% in size
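Huh7 cells stably carrying a Rab9 promoter-luciferase reporter, 1500 cells per well in OP-MEM I with 10% FBS, treated with compound 24 hours at 37C. Luciferase activity read by luminescence after 10 minutes with Amplite reagent.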
Menin-MLL TR inh: inhibitors of human menin-MLL interaction, mutant MLL peptide | O00255 | Menin + Texas Red MLL mutant peptide, fluorescence polarization | Potency, µM (series often up to 61.6 µM), for the others: at the top dose FP activity change, negative = inhibition, usual class: inhibitors | hit rate 0.23% among 270,000 | AID 1768; active = well fitted inhibition curve with a large enough effect in the polarisation, with a control signal flat, not every such curve was filed as active; inconclusive = small, poorly fitted or top-dose-only effect, or effect the other way, or a change in a side signal; inactive = no such curve, though single readings can be large or run the other way; the % refers to the polarisation; note: potency is the fitted concentration of half-maximal effect; % of control where 0% means no effect; many of its hits are not listed in these tables
NPC1 promoter act: NPC1 promoter activation | Huh7 NPC1 promoter luciferase reporter, 24 h | Potency, µM (top dose mostly 9.22 µM), inactives show at the top dose activation, most hits filed as activators | hit rate 2.4% among 320,000 | AID 485313;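 note: potency is the fitted concentration of half-maximal effect; % of control where 0% means no effect; nearly all actives have a fitted effect of over 60% in size; reporter is driven by a mutant NPC1 promoter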
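Luciferase expression driven by the NPC1 promoter was measured in stably transfected Huh7 cells after a 24 h compound incubation, using a luciferase reagent and a luminescence read.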
KCNH2 3.1 inh: inhibitors of human KCNH2 3.1 potassium channel isoform; activity change, % (tested at about 1.8 µM); hit rate 0.95% among 340,000; U2OS KCNH2 3.1, thallium flux FluxOr; stronger effect = lower value; AID 720553;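 active = maximum activity change below -70%; inconclusive = maximum activity change from -70% to -50%; inactive = maximum activity change above -50%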;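 note: thallium influx rate constant from kinetic fluorescence after stimulation buffer; % is set by controls: 0 for no effect and ±100 for the full control effect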
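FluxOr-based Tl+ influx in U2OS cells transduced with KCNH2 3.1 virus; rate constants normalized to DMSO controls.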
FLuc modulator: inhibits or activates purified firefly luciferase, miR-21 counter-screen; Potency, µM (top dose mostly 57.5 µM), inactives show at the highest dose activity change, negative = inhibition, usual class: inhibitors; hit rate 6.9% among 360,000; AID 588342; P08659; purified FLuc, Km substrates, luminescence inhibition;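 note: potency is the fitted concentration of half-maximal effect; plate controls were vehicle for no effect and reference inhibitor for full effect; nearly all actives have a fitted effect of over 55% in size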
Target sequence (P08659 whole entry, looked up): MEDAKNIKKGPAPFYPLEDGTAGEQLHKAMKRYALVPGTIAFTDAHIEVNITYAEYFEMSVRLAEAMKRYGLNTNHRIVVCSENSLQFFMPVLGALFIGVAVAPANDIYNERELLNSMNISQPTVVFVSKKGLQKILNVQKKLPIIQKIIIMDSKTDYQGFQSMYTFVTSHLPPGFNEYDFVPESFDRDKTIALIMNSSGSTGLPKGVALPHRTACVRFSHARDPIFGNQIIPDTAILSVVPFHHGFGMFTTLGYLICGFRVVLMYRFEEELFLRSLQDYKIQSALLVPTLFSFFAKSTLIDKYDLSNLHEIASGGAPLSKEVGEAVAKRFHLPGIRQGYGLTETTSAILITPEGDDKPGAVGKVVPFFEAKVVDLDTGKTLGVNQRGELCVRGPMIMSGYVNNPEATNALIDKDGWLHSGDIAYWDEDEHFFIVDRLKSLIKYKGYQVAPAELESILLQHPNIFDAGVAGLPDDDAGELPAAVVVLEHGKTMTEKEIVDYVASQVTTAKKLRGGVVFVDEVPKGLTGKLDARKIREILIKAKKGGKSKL
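Purified P. pyralis luciferase, 10 nM final, with Km-level 10 uM D-luciferin and 10 uM ATP in 50 mM Tris acetate pH 7.5, 10 mM Mg acetate, 0.01% Tween-20, 0.05% BSA; 6-point qHTS titration about 60 µM downward; luminescence read.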
RORgamma inh: blocks mouse ROR gamma transcriptional activity. Drosophila S2 Gal4-RORgamma UAS-luciferase reporter, 20 h. Potency, µM (series often up to 53.6 µM), without a hit: at the highest dose activity change, negative = inhibition, usual class: inhibitors. hit rate 5.4% among 310,000. P51450; note: potency is the fitted concentration of half-maximal effect; % is set by controls: 0 for no effect and ±100 for the full control effect; nearly all actives have a fitted effect of over 60% in size
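Luminescence from a UAS-regulated Photinus luciferase reporter in stably transfected Drosophila Schneider cells is measured; decreased signal marks ROR gamma inhibition. Fusion expression is induced by 700 uM copper sulfate for 20 hr.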
Mito fusion yeast: blocks mitochondrial division or promotes mitochondrial fusion; S. cerevisiae fusion-defective mutant growth rescue, CellTiterGlo 48 h; Potency, µM (highest dose often 46.1 µM), inactives show at the highest dose growth rescue (activation), actives largely listed as activators; hit rate 0.23% among 320,000; AID 485298;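 note: potency is the fitted concentration of half-maximal effect; % of control where 0% means no effect; nearly all actives have a fitted effect of over 45% in size; temperature-sensitive fusion mutants such as fzo1-1 at 37 °C on non-fermentable ethanol glycerol medium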
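Yeast fusion mutant, YPEG (non-fermentable carbon), compound, 48 h at 37C non-permissive; CellTiterGlo added, 10 min RT, luminescence read. Rescued growth = division inhibition.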
MBNL1-CUG inh: MBNL1-poly(CUG) RNA binding inhibition; Potency, µM (series often up to 57.5 µM), inactives show top-dose activity change, negative = inhibition, hits mostly inhibitors; Q9NR56; hit rate 0.036% among 280,000; AID 2675; TR-FRET MBNL1-His/biotin-(CUG)12 binding, 665/545 ratio; active = well fitted inhibition curve with a large enough effect in the signal ratio, with a control signal flat, not every such curve was filed as active; inconclusive = small, poorly fitted or top-dose-only effect, or effect the other way, or a change in a side signal; inactive = no such curve, though single readings can be large or run the other way; the % refers to the signal ratio; note: potency is the fitted concentration of half-maximal effect; % is set by controls: 0 for no effect and ±100 for the full control effect
Target sequence (Q9NR56 whole entry, looked up): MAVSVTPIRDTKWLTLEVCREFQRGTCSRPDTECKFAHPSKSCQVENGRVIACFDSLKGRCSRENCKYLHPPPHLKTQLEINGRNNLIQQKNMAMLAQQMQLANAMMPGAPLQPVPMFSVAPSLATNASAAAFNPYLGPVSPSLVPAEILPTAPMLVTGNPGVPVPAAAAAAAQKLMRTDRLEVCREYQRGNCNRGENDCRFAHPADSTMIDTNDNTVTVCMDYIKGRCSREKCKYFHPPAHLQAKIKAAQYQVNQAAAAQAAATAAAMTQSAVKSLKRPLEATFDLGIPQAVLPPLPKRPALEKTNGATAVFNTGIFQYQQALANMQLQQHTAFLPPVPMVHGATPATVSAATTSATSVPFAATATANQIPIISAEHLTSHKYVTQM
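MBNL1-His + Biotin-(CUG)12, cpd titration 92 nM–58 uM; Tb anti-His Ab 0.055 ng/ul, SA-XL665 5 nM (final); 60 min RT; ratiometric 665/545 nm, Ex 340 nm; normalized to buffer and full-complex controls.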
Gal4-VP16 FLuc: inhibits Gal4-VP16 luciferase reporter, ROR gamma counter-screen; Drosophila S2 Gal4-VP16 UAS-luciferase, luminescence, 20 h; Potency, µM (top dose mostly 53.6 µM), for inactives: at the highest dose activity, negative = inhibition, usual class: inhibitors; hit rate 3.5% among 310,000;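 note: Gal4-VP16 expression switched on by copper sulfate through the metallothionein promoter; potency is the fitted concentration of half-maximal effect; % is set by controls: 0 for no effect and ±100 for the full control effect; nearly all actives have a fitted effect of over 50% in size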
PKM2 activator: increases activity of human pyruvate kinase M2; P14618; purified PKM2, Kinase-Glo ATP luminescence, activation; response scale: 0% is enzyme alone, no compound; Potency, µM (titrated, usually from 57.5 µM), without a hit: at the top dose activation, most hits filed as activators; hit rate 0.34% among 260,000; AID 1631; note: potency is the fitted concentration of half-maximal effect; % is set by controls: 0 for no effect and ±100 for the full control effect; nearly all actives have a fitted effect of over 55% in size
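hPK-M2, >95% pure; 0.1 mM ADP / 0.5 mM PEP final; imidazole pH7.2 buffer w/ 7 mM MgCl2, 50 mM KCl; 1 h RT; Kinase-Glo lum. Intermediate enzyme activity for dual inhibitor/activator qHTS.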
ELG1 DNA repair: blocks ELG1-dependent DNA repair in HEK293T cells; HEK293T ELG1-luciferase reporter, luminescence, 16 h; DNA damage induced by 5-fluorouridine; Potency, µM (top dose mostly 46.1 µM), for inactives: at the top dose activity change, negative = inhibition, actives largely listed as inhibitors; hit rate 2.3% among 330,000; AID 504467; note: potency is the fitted concentration of half-maximal effect; % is set by controls: 0 for no effect and ±100 for the full control effect; nearly all actives have a fitted effect of over 55% in size
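In this reporter screen, reduction of luminescence relative to DMSO vehicle indicated activity. Compounds and 5-fluorouridine were added together to 2,000 cells per well, incubated for 16 hr at 37 °C, then developed with ONE-Glo.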
The depositor's hits bear a star; ? = inconclusive; · = not tested or not shown; & = joins results of further samples; [ ] = dose if it differs, or a comment. Unless noted, calls come from the whole dose curve; as a rule, active = well fitted curve in the direction sought with a large enough effect; inconclusive = small, poorly fitted or top-dose-only effect, or another doubt; inactive = no such curve, though single readings can be large; an effect the other way counts as inactive or inconclusive.

smiles	NPC1 promoter act	MBNL1-CUG inh	RORgamma inh	FLuc modulator	Rab9 prom act	Mito fusion yeast	PKM2 activator	KCNH2 3.1 inh	Gal4-VP16 FLuc	ELG1 DNA repair	Menin-MLL TR inh
O=C(NCc1cccnc1)/C(=C/c1ccc(-c2ccc(Cl)cc2)o1)S(=O)(=O)c1ccccc1	-17%	-10%	?	-4%	-16%	-10%	16%	-12	20µM*	?	31%[activator]
CCOC(=O)C1CCCN(S(=O)(=O)c2cc(OCC(=O)NC3CCCCC3)c(C)cc2Cl)C1 (stereo unspecified)	0%	-9%	-38%	5%	-6%	-7%	-2%	-30	-6%	21µM*	?
CCCN1CCC(N2CCCC(C(=O)O)C2)CC1 (stereo unspecified)	-4%	0%	-7%	-2%	-4%	-2%	-7%	8	-6%	-8%	-12%
Cc1cccc(NC(=O)C2CCCN2S(=O)(=O)c2ccc3c(c2)n(C)c(=O)c(=O)n3C)c1 (stereo unspecified)	-1%	-26%	32%	2%&1%	-2%	-1%	-8%	-9	-9%	10%	1%
C=CC(=O)N=c1sc2ccccc2n1-c1ccccc1	-27%	·	10µM*	-7%	-17%	14%	0%	2	?	-8%	?
CN(C)CCNC(=O)c1cc(Br)ccc1Cl	-1%	11%	0%	1%	-2%	-5%	0%	5	-13%	-19%	10%
O=C(COc1cccc2c1CCNC2=O)NC1CCCCC1	-1%	·	·	6%	0%	0%	·	-9	·	?	·
CC(=O)c1ccc(N2CCN(CCC#N)CC2)c(F)c1	-1%	2%	28%	-1%	-12%	-2%	-2%	1	22%	1%	0%
Cc1nn2c(-c3ccncc3)ccnc2c1Br	-10%	?	20%	-3%	2%	-9%	-4%	1	1%	14%	12%
Cc1ccc(C(=O)OCC(=O)NN2C(=O)NC3(CCC(C)CC3)C2=O)cc1 (stereo unspecified)	-1%	·	·	-2%	-3%	-3%	·	7	·	4%	·
CCOc1ccc(S(=O)(=O)Nc2cccc(C(=O)N3CCN(c4ccccc4O)CC3)c2)cc1	6%	·	·	-2%	9%	1%	·	-35	·	?	·
O=C(Cc1cccs1)NNC(=S)NC(=O)c1ccccc1	-2%	·	7.9µM*	-2%	-3%	3%	-9%	-7	10µM*	-1%	-8%
C=CCOc1ccccc1CNCc1cccnc1	1%	-7%	1%	11%	-2%	0%	-4%	-5	0%	13%	13%
Cc1ccc(C)c(S(=O)(=O)NCCOC(=O)Nc2sc(=S)n(C)c2C)c1	-3%	-2%	26%	4%	4%	-4%	5%	4	8%	?	-4%
Cc1cccc(C(=O)N2CCN(Cc3ccc4c(c3)OCO4)CC2)c1	0%	-7%	56%	1%	-13%	3%	-2%	29	2%	?	0%[11.7 µM]
CCOP(=O)(OCC)c1nc(-c2ccc(OC)cc2)oc1N1CCOCC1	2%	-3%	20%	-1%	-4%	-2%	1%	2	-11%	-2%	·
COC(=O)c1ccc(CN2CCCC(C(=O)Nc3cccc(-n4cnnn4)c3)C2)cc1 (stereo unspecified)	-5%	-6%	?	0%	-7%	-2%	0%	-2	-1%	16µM*	·
CCC(=O)Nc1ccc2c(c1)C(=O)N(C)C2=O	-3%	?	6%	1%	18%	-1%	-3%	-2	17%	15%	18%
NS(=O)(=O)c1ccc(NC(=S)NC(=O)C2CCCCC2)cc1	-5%	-11%	0%	-3%	-2%	12%	1%	-3	6%	-9%	20%
Cn1ccnc1SCC(=O)Nc1nc2c(F)c(F)c(F)cc2s1	-2%	-4%	-4%	-2%	-1%	-2%	-3%	0	-10%	1%	-12%
Nc1nc(-c2ccco2)nc(N2CCCCC2)n1	-1%	-12%	-18%[10 µM]	-15%	10%	-4%	-9%	1	1%	4%	-11%
COc1cccc(OC)c1C(=O)N1CCNCC1	1%	-8%	0%	1%	0%	-1%	5%	18	-3%	?	-6%
O=C1C(Oc2ccc(Cl)cc2)C(c2ccc3c(c2)OCO3)N1CC1CCCO1 (stereo unspecified)	0%	-17%	31%	5%	-12%	8%	9%	-4	4%	?	1%
Cc1cc([N+](=O)[O-])c(C)cc1-c1ccc(/C=N/n2cnnc2)o1	-2%	12%	12%	-3%	-2%	0%	3%[11.5 µM]	8	-8%	-11%	-5%
Cc1cc(C(C)(C)C)cc(C)c1COC(=O)C1CCC(=O)N1 (stereo unspecified)	13%	2%	25%	2%	-1%	13%	0%	2	5%	-19%	2%
CN(C(=O)COc1ccc(Cl)cc1Cl)c1nnc(C23CC4CC(CC(C4)C2)C3)s1	0%	3%	-30%	-18%	-4%	13%	3%	-19	-4%	10%	0%
O=C(O)C1CCN(C(=O)c2ccccc2N2C(=O)[C@@H]3Cc4c([nH]c5ccccc45)C(c4cccc(Cl)c4)N3C2=O)CC1 (stereo partly specified)	6%	0%	38%	-1%	-2%	0%	3%	-6	-2%	3%	27%
CCc1nc2ccccc2c(C(=O)Nc2ccc(C)cc2)c1C	1%	3%	-24%	6%	1%	0%	1%	-14	5%	2%	?
CC1=CCC(C(=O)O)C(C(=O)Nc2nc3ccc(S(C)(=O)=O)cc3s2)C1 (stereo unspecified)	5%	-21%	?	-7%	0%	5%	-16%	15	-4%	25%	-2%
CC(C)CCOc1ncnc2c1sc1nc3c(cc12)CSC(C)(C)C3	1%	10%	35%	-5%	1%	-1%	2%	12	0%	18%	1%
C=CCNC(=O)/C(=C\c1ccc2c(c1)OCO2)NC(=O)c1ccc(Br)cc1	0%	-5%	18%	4%	2%	0%	-14%	-1	-6%	5%	8%
O=C(NCCN1CCC(Cc2ccccc2)CC1)C1CCCN(S(=O)(=O)c2cnc[nH]2)C1 (stereo unspecified)	-2%	1%	30%	0%	3%	1%	3%	-12	5%	9%	-16%
COCCN(CC(=O)NCc1ccc(F)cc1)C(=O)CCC(=O)Nc1nccs1	0%	-5%	-30%	1%	0%	1%	-4%	45	1%	3%	4%
CCOC(=O)c1cc2c(ccc3nc(C)c(C)c32)[nH]c1C	3%	3%	-23%	?	-4%	8%	·	-1	-16%	-22%	-7%
Cc1ccc(C(=O)Nc2ccc(S(=O)(=O)N3CCN(C)CC3)cc2)cc1	-3%	-6%	29%	-13%	0%	-10%	-4%	11	16%	?	-18%
Cc1ccc(C)c(NC(=O)CSc2nc3ccccc3nc2N2CCOCC2)c1	-6%	4%	-17%	0%&-2%	-4%	0%	-18%	10	1%	23%	19%
CC1CCN(C(=O)Nc2ccc3nsnc3c2)CC1	?	?	1%	13µM*	4.5µM*	0%	0%	-10	-10%	0%	16%
COc1ccccc1NC(=O)N(Cc1ccco1)Cc1cc2c(C)ccc(C)c2[nH]c1=O	-2%	15%	-20%	?	0%	?	5%	-1	3%	5.2µM*	-19%
CCc1ccc(/C=C2/SC(=S)N(CCC(=O)Nc3ccc(C(=O)O)cc3)C2=O)cc1	19%	5%	3.5µM*	0.85µM*	-6%	-1%	10%	·	-7%	-3%	?
CCOc1ccc(N=C2NC(=O)S/C2=C\c2ccc(O)cc2)cc1	6%	3%	0%	-7%	-5%	0%	3%	-3	?	5%	-1%
CCN1CCN(C(=S)c2ccc(Br)cc2)CC1	1%	-8%	-17%	-13%	-2%	-4%	-2%	10	-11%	1%	-12%
Cn1cc([N+](=O)[O-])c(C(=O)NC2CCCC2)n1	-5%	11%	·	6%	-2%	1%	1%	5	·	0%	2%
CC(=O)Nc1cccc(-n2nnc(SCC(=O)Nc3ccccc3)n2)c1	-2%	·	26%	0%	11%	1%	-5%	-43	-13%	25%	·
CCCCCC1CCC(C(=O)NNC(=S)NCC)CC1 (stereo unspecified)	-21%	-5%	?	0%	-6%	-11%	2%	-1	?	-3%	-15%
COc1ccc(NCC(O)COc2ccc(C(C)(C)C)cc2)cc1 (stereo unspecified)	0%	2%	-34%	?	-2%	5%	0%	1	?	7%	-12%
COC(=O)[C@H](Cc1c[nH]c2ccccc12)NC(=O)Cc1c[nH]c2ccccc12	2%	-7%	-35%	0%	1%	-11%	·	-11	12%	-5%	?
O=C(Cc1c(F)cccc1Cl)NCCCn1ccnc1	3%	-6%	4%	0%	-5%	0%	2%	1	-3%	12%	8%

Not all compounds are listed. The share of hits here may be higher or lower than overall.
